Bioassay records as filed in PubChem BioAssay.
INS-1E GSIS act – GLuc luminescence reporter in INS-1E cells, primary screen for activators of glucose-dependent secretion of insulin; INS-1E GLuc reporter insulin secretion, 2-3 h; activation, % at 16.6 µM; 0.61% of 370,000 active;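 active = lowest replicate activation of at least 40%, so every replicate reaches that level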;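 also: 0% = median of neutral control wells and 100% = median of IBMX positive control wells; some compounds called inactive have numbers as strong as hits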
LGR2 antag – inhibitors of bursicon-induced LGR2 CRE-luciferase signal, primary screen, cell-based, HEK293, CRE-luciferase reporter, bursicon stimulation. bursicon-stimulated, 4 h. inhibition, % at 9.99 µM. AID 720647, 2013. 0.35% of 380,000 active;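 active = drop in luminescence signal, shown as inhibition above about 50% in the replicate tests, limit read from the data, passing the limit was not always enough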;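 also: agonist challenge used bursicon conditioned medium at about half maximal strength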
PAX8 reporter – inhibitors of PAX8-driven TPO luciferase reporter, primary screen, RMG-I cells, single concentration | SteadyGlo, 24 h | inhibition, % at 12.6 µM | 1.2% of 360,000 active | AID 652154, 2013;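 active = mean replicate inhibition at least 60% with every replicate also reaching 60%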;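 also: luciferase light reporting Pax8 driven TPO promoter activity; plate controls were median of neutral control wells for no effect and mitoxantrone controls for full effect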
Cneo AK release – Cryptococcus neoformans cell lysis inducers, primary screen, AK release luminescence, single concentration | C. neoformans lysis, adenylate kinase release luminescence, 4 h; normalised: neutral wells 0, clomiphene wells 100 | lysis activity, % at 15 µM | 0.2% of 360,000 active;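 active = mean lysis activity across replicates of at least 80%, whatever share of replicates individually reach that level; inactive = mean lysis activity below 80%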
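Material: C. neoformans cells | Amount: Yeast cell density of 5 × 10^6 cells/mL | Medium: Fresh YPD growth medium | Dosing: Single dose | Times: Static 4 h at 37 °C with compound, 1 h detection | Detection: AK luminescence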
PglD inh – C. jejuni PglD acetyltransferase inhibitors, primary screen, biochemical, DTNB colorimetric, single point. UDP-N-acetylbacillosamine N-acetyltransferase PglD (Campylobacter jejuni). purified PglD enzyme, DTNB colorimetric CoA detection. inhibition, % at 12.5 µM. 0.098% of 360,000 active. AID 602405, 2012; in the data active = inhibition above about 16%, passing the limit was not always enough; also: strong numbers were not always called active
Statin myotox sup – suppressors of statin myotoxicity in C2C12 myotubes, primary screen, cell-based, single point, plate reader; 0.78% of 330,000 active; C2C12 myotubes + simvastatin, ATP luminescence, 48 h; scaled: DMSO 0, geranylgeraniol control 100; rescue of ATP level, % at 7.49 µM; AID 602340, 2012;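 active = mean ATP rescue above about 67%, or every replicate alone reaching that limit, limit read from the data, passing the limit was not always enough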;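 also: myotubes were challenged with 10 µM simvastatin during compound exposure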
ARNT-TACC3 inh – disruptors of ARNT/TACC3 protein interaction, primary screen, biochemical, AlphaScreen, single concentration | Transforming acidic coiled-coil-containing protein 3 (Homo sapiens), Q9Y6A5 | AlphaScreen His-ARNT PAS-B/GST-TACC3 binding, luminescence; TACC3 fragment carries E629A point mutation | inhibition, % at 9.99 µM | 0.66% of 390,000 active | AID 623870, 2012;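 active = mean inhibition of replicates at least 50% and at least half of replicates each reaching 50%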;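 also: 0% = complete ARNT plus TACC3 wells and 100% = ARNT alone without TACC3; many hits fall short of the cut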
PGC1a acetyl inh – inhibitors of PGC1a acetylation signal, primary screen, cell-based, U2OS, AlphaScreen, inhibitor mode | AlphaScreen anti-acetyl-lysine; with virally co-expressed GCN5 acetyltransferase | inhibition, % at 15.6 µM | 0.17% of 350,000 active | AID 651687, 2012;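 active = every replicate shows inhibition of at least 40%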;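 also: 0% = neutral control wells and 100% = positive control wells; some results beyond the cut were filed as inactive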
Numbers without * were called inactive; . = no result given; & = joins results of further samples. Hits appear at their usual frequency; overall some 2.9% were active at least once.

Below each SMILES: Cneo AK release, INS-1E GSIS act, PGC1a acetyl inh, Statin myotox sup, PglD inh, ARNT-TACC3 inh, PAX8 reporter, LGR2 antag
Cc1noc(C)c1S(=O)(=O)N(C)C[C@@H]1OCCCC[C@H](C)Oc2ccc(NC(=O)Nc3cccc4ccccc34)cc2C(=O)N([C@H](C)CO)C[C@H]1C
    2, -19, 13, ., 0, -11, 22, 13
O=C(CC1CC1)N1[C@@H]2CN(S(=O)(=O)c3ccccc3)c3ccccc3[C@@H]2[C@@H]1CO
    106*, -1, 4, -19, 2, -4, -24, 1
COc1ccc(C(=O)N/N=C/C(Br)=C/c2ccccc2)cc1
    ., -19, -51, 3, ., -23, 27, -11
CCOC1=C2CN(S(=O)(=O)c3ccccc3)[C@H](c3ccccc3)C[C@H]2n2c(=O)n(-c3ccccc3)c(=O)n2C1
    0, -1, -15, 10, 0, ., 8, 1
COc1ccc(-n2c(CNC(=O)COc3ccccc3)n[nH]c2=S)cc1
    ., 1, -9, 3, ., 2, 5, 2
Clc1cccc(-c2noc3ncnc(Nc4ccc5c(c4)OCO5)c23)c1
    -2, 6, 2, -34, 4, -8, 13, -12
C[C@@H]1CN([C@@H](C)CO)S(=O)(=O)c2ccc(C#CC3CC3)cc2O[C@@H]1CN(C)C(=O)C1CCC1
    1, -8, -4, -2, -1, 1, ., 1
S=C(Cc1ccccc1)N1CCOCC1
    ., -1, 4, 5, ., ., 19, -3
Cc1ccc(-c2cnc3c(c2)C(=O)N([C@H](C)CO)C[C@@H](C)[C@H](CN(C)C)O3)cc1
    -6, 16, 10, 12, -1, -2, ., -26
Cc1nc2sc(C(c3ccccc3)N3CC(C)OC(C)C3)c(O)n2n1 (stereo not drawn)
    0, ., 0, 2, -6, -1, ., .

Profiles, quoted from the list. Screens in order: Cneo AK release | INS-1E GSIS act | PGC1a acetyl inh | Statin myotox sup | PglD inh | ARNT-TACC3 inh | PAX8 reporter | LGR2 antag
Listed for `Cc1nc2sc(C(c3ccccc3)N3CC(C)OC(C)C3)c(O)n2n1` (stereo not drawn) = 0 | . | 0 | 2 | -6 | -1 | . | .
Listed for `COc1ccc(C(=O)N/N=C/C(Br)=C/c2ccccc2)cc1` = . | -19 | -51 | 3 | . | -23 | 27 | -11
Listed for `S=C(Cc1ccccc1)N1CCOCC1` = . | -1 | 4 | 5 | . | . | 19 | -3
Listed for `C[C@@H]1CN([C@@H](C)CO)S(=O)(=O)c2ccc(C#CC3CC3)cc2O[C@@H]1CN(C)C(=O)C1CCC1` = 1 | -8 | -4 | -2 | -1 | 1 | . | 1
Listed for `CCOC1=C2CN(S(=O)(=O)c3ccccc3)[C@H](c3ccccc3)C[C@H]2n2c(=O)n(-c3ccccc3)c(=O)n2C1` = 0 | -1 | -15 | 10 | 0 | . | 8 | 1

Further compounds.
Below each SMILES: Cneo AK release, INS-1E GSIS act, PGC1a acetyl inh, Statin myotox sup, PglD inh, ARNT-TACC3 inh, PAX8 reporter, LGR2 antag
Fc1ccccc1NC(=S)NN(Cc1ccccc1)c1ccccc1
    ., 4, -3, ., ., 6, ., -9
CCCCNC(=O)[C@@H]1CSC2c3ccccc3C(=O)N21 (stereo partly drawn)
    -2, -6, 4, -7, -4, -3, 17, -9
Cc1c2cnn(-c3ccccc3)c(=O)c2c(C)n1CCCC(=O)N1CCN(C2CCCCC2)CC1
    -1, 24, 0, ., 0, 1, 16, 12
Cc1ccc(C(=O)OCC(=O)N2CC(C)CC(C)C2)cc1S(=O)(=O)N1CCOCC1 (stereo not drawn)
    0, -1, ., 8, -2, -7, -9, -13
CSc1ccccc1-c1cnc(NC(C)=O)cn1
    -1, 4, -12, -10, -7, ., -36, -30
CCOc1ccccc1NC(=O)CCc1nnc2ccc(N3CCC(C)CC3)nn12
    0, -30, ., -6, 0, 5, 1, -27
Cc1ccc(S(=O)(=O)Nc2ccc3c(c2)CC(=O)N([C@H](C)CO)C[C@H](C)[C@H](CN(C)Cc2ccncc2)O3)cc1
    0, 2, -1, -14, -3, 1, -3, 6
COCCn1c(SCC(=O)NCc2ccc(OC)c(OC)c2)nc2ccccc21
    1, 20, ., 3, -5, 0, -1, -8
CCOC(=O)Cn1c(-c2ccccn2)nc2ccccc21
    -22, ., 9, 0, ., -1, ., .
COc1ccc(-c2nc(CN3CCC(C(=O)N4CCc5ccccc54)CC3)c(C)o2)cc1OC
    0, 2, -4, -13, -1, 6, 5, -2
O=C(NC1CCCC1)NS(=O)(=O)c1ccccc1Cl
    -1, ., 0, -12, -5, -4, 10, .
CCS(=O)(=O)Nc1ccc2c(c1)C(=O)N(C)C[C@H](OC)[C@H](C)CN(C)[C@@H](C)CO2
    -3, 20, 0, 4, 0, 1, ., 17
COc1ccc(C#Cc2ccc3c(c2)[C@H]2[C@H](CCN2C(=O)CC2CC2)[C@H](CO)N3)cc1
    1, 3, 14, -31, 1, 9, -21, 6
C[C@H]1C=C(C(=O)NCc2nc3ccccc3[nH]2)O[C@@H](OCc2ccc(CO)cc2)C1
    1&1, 9, 4, -8, -4&0, 33&10, -5&15, -3
O=S(=O)(Nc1nc2ccccc2nc1N1CCc2ccccc2C1)c1ccc(Cl)cc1
    -4, -23, ., ., 4, 15, -3, 17
O=C(CP(=O)(c1ccccc1)c1ccccc1)N/N=C/c1cc(Br)cc(Br)c1O
    ., 8, ., ., ., 0, 36, 30
CCSc1cc(C2C(C#N)=C(N)OC(C)=C2C(=O)OC)c(C)o1 (stereo not drawn)
    -2, ., -5, -33, -2, 1, -7, .
COC(=O)c1cc(NC(=O)c2c(C)noc2C)ccc1N1CCOCC1
    2, -11, ., -2, 8, 1, -4, -6
COc1cc(NC(=O)CN2C(=O)c3ccccc3C2=O)c(C(=O)O)cc1OC
    1, ., 0, -1, -2, 15, ., .
O=C(Nc1ccc(F)cc1)Nc1ccc2c(c1)[C@@H]1C[C@H](CC(=O)N3CCCCC3)O[C@@H](CO)[C@@H]1O2
    -1, -6, -6, 4, 3, -7, 2, -5
C[C@H](CO)N1C[C@H](C)[C@H](CN(C)Cc2ccc(Oc3ccccc3)cc2)Oc2ccc(NC(=O)Cc3cn(C)c4ccccc34)cc2C1=O
    39, 2, -2, ., -1, 2, ., 8
CC1CCC/C(=C\Nc2ccc(C(=O)O)cc2)C1=O (stereo not drawn)
    ., -7, ., ., ., 6, 27, -17
CCCC(=O)Nc1ccc2c(c1)OC[C@@H](C)N(Cc1ccncc1)C[C@@H](C)[C@@H](OC)CN(C)C2=O
    0, -3, 2, -25, 1, -3, ., 7
COc1ccc(CN=C2NC(=O)CC(C(=O)Nc3ccc(F)cc3)S2)cc1 (stereo not drawn)
    0, 0, ., ., 2, -8, ., 22
C[C@@H]1CCCCO[C@@H](CN(C)Cc2ccc(Cl)c(Cl)c2)[C@H](C)CN([C@H](C)CO)C(=O)c2cc(NC(=O)Nc3ccccc3)ccc2O1
    11, -10, -6, -201, 0, -7, 90*, 20
COCC(=O)N1CCCCN2[C@@H](CO)[C@H](c3ccc(C#Cc4cccnc4)cc3)[C@@H]2C1
    -3, 11, -4, ., -1, -3, -18, 5
COCCn1c(=O)[nH]c(=O)c2cc(C(=O)c3cc(OC)ccc3O)cnc21
    -2, 39, 16, ., -5, 2, -3, -4
Cc1noc(C)c1S(=O)(=O)Nc1ccc2c(c1)C(=O)N([C@H](C)CO)C[C@@H](C)[C@H](CN(C)Cc1ccc3c(c1)OCO3)OCCCC[C@@H](C)O2
    3, -8, -10, ., 0, -2, -8, 4
Cc1cc[n+](CC(=O)c2ccc(NC(=O)c3ccccc3)cc2)cc1
    ., 5, ., ., ., -5, 23, -21
Clc1nc(-c2ccccc2)cc(-c2ccc(Br)cc2)n1
    2, 15, 6, -26, 1, 2, ., -6

Quoted from the listing.
CCCC(=O)Nc1ccc2c(c1)OC[C@@H](C)N(Cc1ccncc1)C[C@@H](C)[C@@H](OC)CN(C)C2=O | Statin myotox sup: -25
COCCn1c(=O)[nH]c(=O)c2cc(C(=O)c3cc(OC)ccc3O)cnc21 | PGC1a acetyl inh: 16
COCC(=O)N1CCCCN2[C@@H](CO)[C@H](c3ccc(C#Cc4cccnc4)cc3)[C@@H]2C1 | PGC1a acetyl inh: -4
Clc1nc(-c2ccccc2)cc(-c2ccc(Br)cc2)n1 | Statin myotox sup: -26
CC1CCC/C(=C\Nc2ccc(C(=O)O)cc2)C1=O (stereo not drawn) | LGR2 antag: -17

Continuation:
Below each SMILES: Cneo AK release, INS-1E GSIS act, PGC1a acetyl inh, Statin myotox sup, PglD inh, ARNT-TACC3 inh, PAX8 reporter, LGR2 antag
O=C1CN(C(=O)c2c(F)cccc2F)C(c2ccc(F)cc2)c2cc(F)ccc2N1 (stereo not drawn)
    0, -6, 6, 6, -3, -3, -7, 4
COc1ccccc1CC(=O)NCCCc1ccccc1
    -6, 6, -2, 1, 3, -4, -2, 8
C[C@H](CO)N1C[C@H](C)[C@H](CN(C)S(=O)(=O)c2cccc(C#N)c2)OCc2ccccc2-c2c(n(C)c3ccccc23)C1=O
    1, -16, 8, -11, 7, 2, 52, 14
COc1ccc(-c2[nH]ncc2CN(C)C(C)c2ccncn2)c(F)c1 (stereo not drawn)
    2, 6, ., -1, 5, 7, 2, 4
Cn1c(=O)c2nc(SCCO)n(C)c2n(C)c1=O
    0, 6, 0, 0, 2, -5, -20, 9
C[C@@H]1CN([C@H](C)CO)C(=O)c2cc(NC(=O)Cc3ccccc3)ccc2O[C@@H](C)CCCCO[C@@H]1CN(C)C(=O)c1ccccc1
    -2, -19, 0, ., 0, -11, 28, 7
Cc1noc(C)c1NC(=O)N(C)C[C@@H]1Oc2ccc(NS(=O)(=O)c3ccc(F)cc3)cc2CC(=O)N([C@H](C)CO)C[C@@H]1C
    0, -1, -4, 2, 0, -4, ., 2
Cc1ccc(C)c(N2CCN(C(c3ccc(N(C)C)cc3)c3nnnn3C(C)(C)C)CC2)c1 (stereo not drawn)
    3, ., 10, 6, -5, 20, ., .
Nc1c(C(=O)N2CCOCC2)sc2nc3c(cc12)CCCC3
    0, 0, 4, -54, -2, -3, 71*, 71*
C[C@@H]1CN([C@@H](C)CO)C(=O)c2cccc(NS(=O)(=O)c3ccccc3)c2O[C@H]1CN(C)S(=O)(=O)c1cccs1
    ., 8, 1, -8, ., ., ., 4
O=C(NCCc1c[nH]c2ccccc12)c1cc2sccc2n1Cc1ccccc1
    -2, ., 0, 10, -6, 1, 30, .
COc1ccccc1N1CCC(N2CCN(CC(C)(C)C)C(CCO)C2)CC1 (stereo not drawn)
    -1, -6, 11, 3, 5, -1, 2, 1
CCOc1ccc(C(=O)Nc2ccc(NC(=O)c3ccccc3)c(C)c2)cc1[N+](=O)[O-]
    5, -3, 15, -11, -1, 25, -10, -6
COc1ccc(CCCNC(=O)C2CCC(=O)N(CC3CCCCC3)C2)cc1 (stereo not drawn)
    -1, -7, -11, ., -1, 26, -1, -13
CC1NC(=O)NC1CCCCCC(=O)Nc1ccc(F)cc1 (stereo not drawn)
    ., -9, ., ., ., 10, -8, -2
